# Measles CPE = protection of cells from measles virus. 1.5% of 140,000 active. Measles virus-infected cells, CPE protection, absorbance. AID 841. protection (pct of control), % at 4 µM; in the data active = protection mostly above about 24%, no sharp cut-off; inactive = mostly below about 26%; note: some compounds called inactive have numbers as strong as hits
# NPY-Y2 antag = antagonists of human neuropeptide Y receptor Y2 | P49146 | NPY-Y2 expressing cells, antagonist mode | inhibition, % at 2.7 µM | 0.99% of 140,000 active | AID 793; in the data active = inhibition above about 17%;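 note: 0% = vehicle with agonist challenge and 100% = reference antagonist with challenge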
# Target sequence (P49146 whole entry, looked up): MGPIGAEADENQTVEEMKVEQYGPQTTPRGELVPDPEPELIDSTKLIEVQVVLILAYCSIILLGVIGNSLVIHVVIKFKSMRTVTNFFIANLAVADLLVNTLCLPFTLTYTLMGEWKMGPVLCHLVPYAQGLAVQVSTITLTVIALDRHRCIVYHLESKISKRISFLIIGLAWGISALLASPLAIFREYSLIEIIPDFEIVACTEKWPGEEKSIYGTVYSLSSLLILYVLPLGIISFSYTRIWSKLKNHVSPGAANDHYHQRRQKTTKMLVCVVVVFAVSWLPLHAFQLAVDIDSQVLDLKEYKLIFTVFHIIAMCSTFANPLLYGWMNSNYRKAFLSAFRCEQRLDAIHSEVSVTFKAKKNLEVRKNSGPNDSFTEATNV
# MRP1 act = activates MRP-1. H69AR cells + doxorubicin, viability rescue, CellTiter-Glo. viability increase, % at 10 µM. 0.61% of 140,000 active;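 active = viability gain under doxorubicin at or above a set limit, the compound median plus 3 SD, cut at about 4.7% in these data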;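 note: MRP-1 overexpressing cells given doxorubicin 25 µM after compound pretreatment; 18-22 h compound pretreatment then 72 h with doxorubicin before readout; 0% = doxorubicin-only wells and 100% = vehicle-treated cells without doxorubicin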
# HCT116 bCat-KO = beta-catenin-lacking colon tumor cell growth suppression | HCT116 beta-catenin knockout viability, CellTiter-Glo, 60 h; stronger effect = lower value | viability, % at 10 µM | 1.5% of 140,000 active | AID 818;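 active = viability at or under a set limit, the compound median less 4 SD, cut at about 6% in these data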;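 note: 0% = Hyamine 1622 control at 20 µM and 100% = untreated cell control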
# Yeast life ext = yeast lifespan extension | S. cerevisiae growth with nicotinamide, OD615; deaD strain in restrictive glucose medium | inhibition of the nicotinamide effect, % at 10 µM | 0.68% of 130,000 active | AID 775;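 active = inhibition above a set limit, placed 3 SD over the median of all compounds, cut at about 26% in these data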;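 note: 0% = nicotinamide-treated wells and 100% = cells grown without nicotinamide; some compounds called inactive have numbers as strong as hits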
#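 Material: Modified budding yeast, DeaD strain | Medium: Restrictive glucose medium | Probe or stimulus: 1.5 mM nicotinamide | Dosing: Single dose 10 µM compound, 0.25% DMSO | Times: 48 h at 30 °C | Technique: OD615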
# GALR2 blocker = blocks the human galanin receptor 2 | AID 828 | 0.39% of 140,000 active | inhibition, % at 4 µM | O43603 | GALR2-expressing cells, antagonist mode; in the data active = inhibition above about 27%;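 note: cells stimulated with galanin 1-16 at roughly its EC80; 0% = agonist challenge control and 100% = basal control without agonist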
# Target sequence (O43603 whole entry, looked up): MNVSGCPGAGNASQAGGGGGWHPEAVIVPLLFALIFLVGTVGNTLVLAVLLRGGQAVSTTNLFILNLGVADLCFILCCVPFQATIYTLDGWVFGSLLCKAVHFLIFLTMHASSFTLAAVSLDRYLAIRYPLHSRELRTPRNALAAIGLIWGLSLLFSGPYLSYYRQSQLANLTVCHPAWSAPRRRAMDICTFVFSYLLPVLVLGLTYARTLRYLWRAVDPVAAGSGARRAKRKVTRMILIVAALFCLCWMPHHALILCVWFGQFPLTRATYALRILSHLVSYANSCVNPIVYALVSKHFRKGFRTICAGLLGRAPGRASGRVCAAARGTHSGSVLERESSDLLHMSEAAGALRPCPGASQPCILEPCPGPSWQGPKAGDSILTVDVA
# Yeast growth inh = reduces growth of yeast BB579 in restrictive medium | inhibition, % at 10 µM | 0.51% of 140,000 active | S. cerevisiae BB579 growth, OD615, 48 h;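 active = inhibition above a set limit, 3 SD over the mean compound inhibition, cut at about 44% in these data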; note: inactives centre near -24
#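 System: Saccharomyces cerevisiae DeaD strain BB579, replicative lifespan model yeast. Buffer or medium: restrictive glucose-based CSMM-D medium. Doses: one dose, 10 µM compound with 0.25% DMSO. Timing: 4 h preincubation and 48 h exposure at 30 °C. Detection: turbidity as optical density at 615 nm. Benchmarks: amphotericin B 10 µg/mL, positive.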
# E-sel TNF inh = TNF alpha driven E-selectin expression inhibition; 0.71% of 120,000 active; AID 1246; HUVEC TNFa-induced E-selectin immunofluorescence, high content; inhibition, % at 2 µM;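 active = inhibition above the batch mean plus 3 SD, and confirmed as a hit on visual image review, cut at about 43% in these data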;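 note: 0% = TNF-stimulated DMSO wells and 100% = unstimulated control wells; not every result past the cut was called active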
# HCT116 PTEN-null = suppresses growth of cells with PTEN deletion; HCT116 PTEN-null viability, CellTiter-Glo, 60 h; stronger effect = lower value; viability, % at 10 µM; 1.2% of 140,000 active; AID 827;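 active = viability at or below a set limit, 4 SD under the median of all tested compounds, cut at about 3.7% in these data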;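 note: PTEN knockout HCT116 line with beta catenin targeted HCT116 as companion control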
# Phagocyt inh = blocks phagocytosis by macrophages; J774A.1 macrophage IgG-bead phagocytosis, imaging; inhibition, % at 5 µM; 0.07% of 110,000 active;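 active = inhibition above the mean of the plate negative controls plus 5 SD, cut at about 13% in these data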;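 note: phagocytic index as fraction of beads internalized from green versus red external bead signal; plate controls were DMSO negative control for no effect and cytochalasin-D positive control for full effect; some results beyond the cut were filed as inactive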
# * marks the source's active call; other numbers are inactive results; x = no result given; & = joins results of further samples.
# Start of the data: the first eight compounds as a preview:
No.	SMILES	Measles CPE	NPY-Y2 antag	MRP1 act	HCT116 bCat-KO	Yeast life ext
1	CN1CCCc2cc3c(C(F)(F)F)cc(=O)oc3nc21	4	0	-0.7	94	-3
2	CC(NC(=O)NC1CCCCC1)C(c1cccs1)N1CCN(Cc2ccccc2)CC1 (stereo not given)	9	4	-3.7	83	2
3	COc1ccc(S(=O)(=O)N(C)CC(=O)NC2CCCC2)cc1Cl	3	1	-0.7	99	-7
4	C#CC(C)(C)NC(=O)c1ccccc1OC	3	-1	-1.3	92	-11
5	Cc1cc(NC(=O)CSc2ccc3ccccc3c2)no1	19	6	0.1	101	-15
6	OC(COc1cccc(OCC(O)CN2CCOCC2)c1)CN1CCOCC1 (stereo not given)	15&16	3&2	-0.1&-1.2	76&97	-7&-10
7	COc1ccnc(Oc2ccccc2)n1	10	1	-0.4	96	3
8	Cc1ccc(CCNC(=O)C2CCC(CNc3c(N4CCC(C)CC4)c(=O)c3=O)CC2)cc1 (stereo not given)	9	-1	-2.2	77	2

No.	GALR2 blocker	Yeast growth inh	E-sel TNF inh	HCT116 PTEN-null	Phagocyt inh
1	22	-3	12	98	1
2	4	-17	5	92	-1
3	3	-47	4	111	0
4	2	-2	x	90	-2
5	-4	-53	11	99	x
6	0&5	-12&18	-9&-26	83&94	0
7	9	-31	x	99	x
8	-10	4	-4	73	x

# The listing, previewed entries included:
No.	SMILES	Measles CPE	NPY-Y2 antag	MRP1 act	HCT116 bCat-KO	Yeast life ext
1	CN1CCCc2cc3c(C(F)(F)F)cc(=O)oc3nc21	4	0	-0.7	94	-3
2	CC(NC(=O)NC1CCCCC1)C(c1cccs1)N1CCN(Cc2ccccc2)CC1 (stereo not given)	9	4	-3.7	83	2
3	COc1ccc(S(=O)(=O)N(C)CC(=O)NC2CCCC2)cc1Cl	3	1	-0.7	99	-7
4	C#CC(C)(C)NC(=O)c1ccccc1OC	3	-1	-1.3	92	-11
5	Cc1cc(NC(=O)CSc2ccc3ccccc3c2)no1	19	6	0.1	101	-15
6	OC(COc1cccc(OCC(O)CN2CCOCC2)c1)CN1CCOCC1 (stereo not given)	15&16	3&2	-0.1&-1.2	76&97	-7&-10
7	COc1ccnc(Oc2ccccc2)n1	10	1	-0.4	96	3
8	Cc1ccc(CCNC(=O)C2CCC(CNc3c(N4CCC(C)CC4)c(=O)c3=O)CC2)cc1 (stereo not given)	9	-1	-2.2	77	2
9	O=C(NNC(=O)c1ccccc1Cl)c1cccs1	5	2	1.4	103	-3
10	O=C(CSc1ncc(C(F)(F)F)cc1Cl)N1CCN(S(=O)(=O)c2ccc3ccccc3c2)CC1	2	6	-0.5	73	-3
11	COc1cc(/C=N/n2c(-c3ccc4c(c3)NC(=O)CO4)csc2=Nc2cccc(C)c2)ccc1O	12	-4	-1.7	35	5
12	CN1C(=O)c2ccccc2C(C(=O)NCCCN2CCCC2)C1c1c[nH]c2ccccc12 (stereo not given)	32	3	-1.0	94	-1
13	CCn1ccc(C(=O)Nc2c(C)nn(Cc3c(F)c(F)c(F)c(F)c3F)c2C)n1	8	2	-1.2	90	6
14	Clc1cccc(Cl)c1CSc1cc2c(nn1)-c1ccccc1CC2	8	1	-0.2	87	-6
15	COc1ccc(S(=O)(=O)Nc2ccc3c(c2)OCO3)cc1OC	8	0	-2.0	97	-12

No.	GALR2 blocker	Yeast growth inh	E-sel TNF inh	HCT116 PTEN-null	Phagocyt inh
1	22	-3	12	98	1
2	4	-17	5	92	-1
3	3	-47	4	111	0
4	2	-2	x	90	-2
5	-4	-53	11	99	x
6	0&5	-12&18	-9&-26	83&94	0
7	9	-31	x	99	x
8	-10	4	-4	73	x
9	0	-9	13	106	x
10	-4	-28	1	66	1
11	-15	-40	x	27	x
12	-3	-32	-2	99	-1
13	-5	-34	20	97	-3
14	-11	-18	x	82	0
15	-1	-44	x	73	0

# New compounds follow
No.	SMILES	Measles CPE	NPY-Y2 antag	MRP1 act	HCT116 bCat-KO	Yeast life ext
16	O=C(NC(C(=O)NCCN1CCOCC1)C12CC3CC(CC(C3)C1)C2)C1CCCCC1 (stereo not given)	6	3	-1.2	95	-8
17	Cc1ccc(-c2csc3nnc(SCC(=O)Nc4nsc(-c5ccccc5)n4)n23)cc1	25	2	0.6	58	-3
18	CC(=O)N1CCN(C(=S)c2ccc(N(C)C)cc2)CC1	20	-3	-0.6	97	-5
19	Cc1cc(C)nc(NC(=O)CN2C(=O)c3ccccc3C2=O)n1	5	2	0.5	98	-3
20	C/C(=N/NC(=O)c1ccc(Br)o1)c1cccc(NC(=O)c2ccc(C)o2)c1	7	2	-3.4	65	-7
21	COc1cc(NC(=O)c2ccccc2)c(OC)cc1NC(=O)CN1CCCCC1	7	2	0.2	87	x
22	Nc1c(C(=O)N2CCOCC2)sc(=S)n1-c1ccccc1	11	4	-0.5	99	-9
23	Cc1ccc(OCC(O)CN2CCN(Cc3ccc4c(c3)OCO4)CC2)c(C)c1 (stereo not given)	3	10	-1.1	84	-10
24	CSCCC(NC(=O)c1cc(CC(C)C)oc1C)C(=O)O (stereo not given)	6	3	-1.6	94	-16
25	CCCCN1C(=O)C2(NNc3ccccc3O2)c2ccccc21 (stereo not given)	16	-2	-2.1	88	-7
26	Oc1ccc(-c2nc3cnccn3c2Nc2ccc3c(c2)OCCO3)cc1	4	2	-1.9	87	-14
27	C=CCn1c(SCC(=O)N2CCN(c3ccccc3)CC2)nnc1-c1ccco1	0	4	-0.6	79	-13
28	COc1ccc(OC)c(CN2CCN(C(=O)c3cccs3)CC2)c1	3	3	-1.5	93	3
29	COc1ccccc1NC(=O)N1CCc2[nH]c3ccc(Cl)cc3c2C1	2	-2	0.2	81	-10
30	COc1cc(NC(=O)C2CCCCC2)c2ncccc2c1	4	4	-0.7	87	-12

No.	GALR2 blocker	Yeast growth inh	E-sel TNF inh	HCT116 PTEN-null	Phagocyt inh
16	1	-32	7	97	0
17	-27	-58	-1	59	-2
18	-13	-54	25	101	1
19	18	-35	-26	103	-1
20	-2	1	x	66	-2
21	-6	-2	0	84	x
22	0	-22	-5	96	-1
23	6	-43	-2	86	0
24	-3	-34	-18	93	-1
25	-3	3	-6	104	0
26	8	2	x	85	0
27	-9	-10	-33	81	0
28	-4	-52	0	101	0
29	4	-27	41	76	1
30	-1	-13	2	101	0

# (listing goes on)
No.	SMILES	Measles CPE	NPY-Y2 antag	MRP1 act	HCT116 bCat-KO	Yeast life ext
31	CC1=NN(c2ccccc2)C(=O)/C1=C\c1c(C)[nH]n(-c2ccccc2)c1=O	20	-1	-2.8	95	-3
32	CCC1=NNC(=O)C(CC(=O)Nc2ccccc2)c2cc(OC)c(OC)cc21 (stereo not given)	2	5	-2.1	91	4
33	CNc1nc(Oc2ccc(C(=O)OC)cc2)nc(SC)n1	12	-1	-1.4	96	x
34	OCCSc1nncn1/N=C/c1c[nH]c2ccccc12	5	1	-3.1	90	-8
35	O=C(Nc1ccc(S(=O)(=O)Nc2ccccc2)cc1)C1COc2ccccc2O1 (stereo not given)	25	0	-1.1	72	x
36	CCN1C(=O)C(F)(CC)C(=O)c2ccccc21 (stereo not given)	4	1	-1.6	92	1
37	Cc1cccc(-n2c(SCC(N)=O)nc3c(c2=O)C2(CCCCC2)Cc2ccccc2-3)c1	30*	-2	-3.8	41	1
38	O=C(NCc1cccnc1)C1CC(=O)N(c2ccc(Cl)cc2)C1 (stereo not given)	22	2	-0.5	98	-16
39	Cc1[nH]nc2c1C(CCc1ccccc1)C(C#N)=C(N)O2 (stereo not given)	13	x	0.0	99	x
40	CC(=O)Cc1nsc(NC(=O)c2ccc(COc3ccccc3)o2)n1	18	1	-0.3	98	-16
41	Nc1nnc(SCCCC(=O)c2ccc(Br)cc2)s1	12	0	0.0	89	-3
42	Cn1c(=O)c(=O)n(C)c2cc(S(=O)(=O)NCCc3ccccc3)ccc21	6	3	-1.1	104	-2
43	CCOc1ccc2nc(Nc3nc(CSc4nnnn4-c4ccccc4)cc(=O)[nH]3)nc(C)c2c1	4	1	-3.3	70	-6
44	COc1ccc(-c2c3c(=O)n(C)c(=O)n(C)c3cn2C2CCCCC2)cc1	13	0	-4.2	37	-1
45	Cc1nc2c3cc(F)ccc3n(Cc3ccc(F)cc3)c2s1	15	18*	-2.6	32	0

No.	GALR2 blocker	Yeast growth inh	E-sel TNF inh	HCT116 PTEN-null	Phagocyt inh
31	20	-21	10	89	x
32	-6	-13	15	94	-3
33	-6	-31	-10	91	x
34	1	-24	-23	93	0
35	-1	-32	7	65	x
36	2	-46	x	85	0
37	-4	-13	-16	59	-7
38	-7	-15	-29	99	0
39	x	-44	x	94	-1
40	-1	-21	x	101	-3
41	3	-2	x	79	-11
42	-11	-61	x	102	x
43	-11	-63	x	63	-2
44	4	-34	7	51	-2
45	-2	7	x	34	-13

# (further entries)
No.	SMILES	Measles CPE	NPY-Y2 antag	MRP1 act	HCT116 bCat-KO	Yeast life ext
46	Cc1cc(C(=O)NCCC2=CCCCC2)c(C)o1	7	3	-3.1	99	-9
47	CCOC(=O)c1cc(C(=O)OCC)c2cccc(C)n2c1=O	11	3	-1.5	99	-12
48	Cn1c(NCc2ccco2)nc2c1c(=O)n(Cc1ccc(Cl)cc1Cl)c(=O)n2C	5	1	-0.4	96	-2
49	Cc1cc2ccccc2n1CCNC(=O)C(C)C	9	-2	-1.0	85	-3
50	CCOC(=O)/C(=C/c1ccc(N2CCC(c3ccccc3)=N2)cc1)C(C)=O	6	2	-4.1	40	7
51	Cc1cccc(-c2c3c(=O)n(C)c(=O)n(C)c3cn2-c2ccccc2O)c1	6	2	-3.1	74	-6
52	CN(C)c1ccc(C(=S)NCc2ccco2)cc1	5	0	-2.1	82	-10
53	CC1CCN(c2c(NCC3CCC(C(=O)NCc4ccccc4)CC3)c(=O)c2=O)CC1 (stereo not given)	7	1	-0.5	92	0
54	COc1ccc(NC(=O)c2cncc(Br)c2)c(S(=O)(=O)N2CCOCC2)c1	5	1	-3.4	93	0
55	Cc1cc(C)cc(N2C(=O)CC(Sc3nnnn3-c3ccccc3)C2=O)c1 (stereo not given)	23	0	-0.9	82	1

No.	GALR2 blocker	Yeast growth inh	E-sel TNF inh	HCT116 PTEN-null	Phagocyt inh
46	2	-16	3	92	-1
47	-3	-27	14	101	-1
48	-4	-55	-3	95	0
49	17	-10	3	92	-1
50	9	-53	-2	15	-3
51	8	8	x	68	-1
52	8	-58	-7	86	1
53	-5	-6	-27	93	x
54	5	-6	3	88	0
55	-18	-48	0	80	-1

# Bioassay records as filed in PubChem.
